# TRHR PAM: allosterically enhances the human TRH receptor. P34981. TRHR cells, fluo-8 calcium fluorescence, EC20 TRH enhancement. enhancement, % at 2 µM. 360,000 compounds, 0.66% hits. AID 493056; in the data active = enhancement above about 30%; note: 0% is about no effect
# Target sequence (P34981 whole entry, looked up): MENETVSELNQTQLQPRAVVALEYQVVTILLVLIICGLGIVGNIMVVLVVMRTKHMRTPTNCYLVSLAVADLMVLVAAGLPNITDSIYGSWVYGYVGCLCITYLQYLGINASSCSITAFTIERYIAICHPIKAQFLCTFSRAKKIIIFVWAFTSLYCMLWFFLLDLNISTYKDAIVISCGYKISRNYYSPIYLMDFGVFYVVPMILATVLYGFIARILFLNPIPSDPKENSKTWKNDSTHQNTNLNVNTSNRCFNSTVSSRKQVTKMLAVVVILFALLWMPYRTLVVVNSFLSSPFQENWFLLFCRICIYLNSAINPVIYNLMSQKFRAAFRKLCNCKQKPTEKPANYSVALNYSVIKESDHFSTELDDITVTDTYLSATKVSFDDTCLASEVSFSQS
#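 TRHR-expressing cells loaded with fluo-8 calcium dye were read kinetically (ex 480/em 530) during compound addition, then stimulated with an EC20 of TRH (10 nM final). Enhancement of the Gq-mediated intracellular calcium response was scored.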
# D1 ag: agonists of human D1 dopamine receptor; HEK293 T-REx D1 cells, calcium flux, agonist mode; activation, % at 2 µM; 360,000 compounds, 1% hits; in the data active = activation above about 30%; note: 0% is about no effect
#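 Tetracycline-induced HEK293 TREx D1 cells, force-coupled to calcium signalling, were dye-loaded with a no-wash calcium kit. Compound was pin-added after a 10 s baseline. Fluorescence was read kinetically at 1 cycle/s for 180 s, with calcium rises flagged as agonism.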
# TRHR ag: activates the human TRH receptor. P34981. activation, % at 2 µM. TRHR cells, calcium flux fluo-8, FDSS agonist mode. 360,000 compounds, 0.18% hits; in the data active = activation above about 30%; note: 0% is about no effect
#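 Fluo-8-loaded TRHR cells; 10 s baseline, compound added, kinetic Ca2+ fluorescence read 1/s, agonist mode.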
# D1 potentiator: human D1 dopamine receptor positive modulation; potentiation, % at 10 µM; 360,000 compounds, 0.036% hits; HEK293 TREx D1 cells, calcium flux, dopamine EC20 potentiation; P21728; in the data active = potentiation above about 30%; note: 0% is about no effect
# RXFP1 agonist: activates the human relaxin receptor RXFP1 | HEK293T-RXFP1 cAMP TR-FRET, 30 min; response scale: percent of porcine relaxin response, buffer zero | Q9HBX9 | AID 2676 | 370,000 compounds, 0.3% hits | Potency, µM (series often up to 57.5 µM), without a hit: at the top dose activation, usual class: activators; note: potency is the fitted concentration of half-maximal effect; % is set by controls: 0 for no effect and ±100 for the full control effect; nearly all actives have a fitted effect of over 60% in size; many of its hits are not listed in these tables
#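 HEK293T cells stably expressing RXFP1 were pretreated with the PDE4 inhibitor Ro 20174, exposed to compounds for 30 min at 37C, lysed, and cAMP was read by TR-FRET. Data normalized to buffer (basal) and 29 nM porcine relaxin (100%).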
# RXFP1 antag: RXFP1 (human) relaxin receptor antagonism. HEK293-RXFP1, relaxin-stimulated cAMP HTRF, 30 min; active compounds read low. 350,000 compounds, 0.59% hits. activity change, negative = inhibition, % at 57.5 µM;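 active = activity change of -60% or lower, but not beyond a set lower limit; inconclusive = change between -60% and -40%, or beyond the set limit; inactive = change above -40%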; note: % is set by controls: 0 for no effect and ±100 for the full control effect
# Anesthetic bind: candidate novel general anesthetic via apoferritin binding | Potency, µM (series often up to 77.5 µM), inactives show at the top dose activity change, negative = displacement, most hits filed as inhibitors | P02791 | apoferritin/1-aminoanthracene competitive binding, fluorescence | 350,000 compounds, 0.074% hits; note: potency is the fitted concentration of half-maximal effect; % is set by controls: 0 for no effect and ±100 for the full control effect; nearly all actives have a fitted effect of over 20% in size
# Target sequence (P02791 2-175 limits assumed): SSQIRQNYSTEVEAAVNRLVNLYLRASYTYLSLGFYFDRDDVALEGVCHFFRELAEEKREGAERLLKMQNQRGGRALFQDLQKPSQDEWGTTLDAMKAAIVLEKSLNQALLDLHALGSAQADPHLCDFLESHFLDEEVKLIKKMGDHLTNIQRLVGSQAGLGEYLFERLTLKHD
#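 Apoferritin-based anesthetic binding model; compound displacement of fluorescent 1-AMA measured as endpoint fluorescence after 10 minutes at room temperature, scaled to free-ligand and complex controls.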
# D1 antag: antagonists of human D1 dopamine receptor. HEK293 TREx D1 cells, calcium flux, dopamine EC80; active compounds read low. activity change, negative = inhibition, % at 10 µM. P21728. 360,000 compounds, 3.2% hits; in the data active = activity change below about -30%; note: % is set by controls: 0 for no effect and ±100 for the full control effect
#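 Using tetracycline-induced force-coupled D1 Hek293 cells and a calcium dye, signals were followed for 180 s after compound, then for 180 s after EC80 dopamine, to detect inhibitors.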
# D2 potentiator: positive allosteric modulators of human D2 dopamine receptor; P14416; HEK293 T-REx D2, calcium flux, EC20 dopamine potentiation; potentiation, % at 10 µM; 340,000 compounds, 0.34% hits; AID 485347;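 active = potentiation over 3 SD above the plate norm, cut at about 30% in these data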; note: 0% is about no effect
# Target sequence (P14416 whole entry, looked up): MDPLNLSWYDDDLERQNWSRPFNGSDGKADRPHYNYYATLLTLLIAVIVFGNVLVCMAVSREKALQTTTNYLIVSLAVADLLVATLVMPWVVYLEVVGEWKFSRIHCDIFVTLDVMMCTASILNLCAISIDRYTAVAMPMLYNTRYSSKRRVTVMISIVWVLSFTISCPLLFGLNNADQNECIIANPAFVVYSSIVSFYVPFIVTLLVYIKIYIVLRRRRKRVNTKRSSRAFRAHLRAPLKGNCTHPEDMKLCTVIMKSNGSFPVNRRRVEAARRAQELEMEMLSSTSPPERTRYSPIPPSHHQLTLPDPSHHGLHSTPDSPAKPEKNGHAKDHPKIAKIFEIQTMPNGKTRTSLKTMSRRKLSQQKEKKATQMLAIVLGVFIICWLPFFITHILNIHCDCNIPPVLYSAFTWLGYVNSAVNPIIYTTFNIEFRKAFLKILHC
#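 Cells plated with tetracycline inducer and held overnight at 30 C; calcium dye loaded 30–90 min at room temperature; baseline taken, compound added and read 180 s; EC20 dopamine then added and read 180 s.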
# * hit, by the source's call; ? = inconclusive; . = not tested or not shown; & = joins results of further samples; [ ] = dose if it differs, or a comment. Unless noted, calls come from the whole dose curve; as a rule, active = well fitted curve in the direction sought with a large enough effect; inconclusive = small, poorly fitted or top-dose-only effect, or another doubt; inactive = no such curve, though single readings can be large; an effect the other way counts as inactive or inconclusive. The list is partial (hit frequency here may not be typical).
SMILES,TRHR PAM,D1 ag,TRHR ag,D1 potentiator,RXFP1 agonist,RXFP1 antag,Anesthetic bind,D1 antag,D2 potentiator
O=S(=O)(c1ccc2c(c1)CCCN2)N1CCCC1,2,2,0.1,8,-1.5%,2,.,9,3
Cc1nn(C)cc1CNC(=O)c1ccc(Br)o1,1,0,1.3,-5,0.3%,-2,-5%,-13,10
CCCCN(CCCC)CC(O)Cn1c2ccccc2c(=O)c2ccccc21 (stereo not given),3,2,0.0,5,6.3%,-3,43%[activator],-4,7
O=[N+]([O-])c1cccc(/C=N/n2cnnc2)c1O,-2,4,0.3,1,0.5%,16,2%,4,0
CN(c1ccc(C(=O)Nc2ccccc2Sc2ccccc2)cc1)S(C)(=O)=O,1,17,2.3,-3,3.9%,-12,-14%,-40*,-16
COc1cccc2cc(C(=O)NCCc3c(C)[nH]c4ccc(Br)cc34)c(=O)oc12,12,0,-1.8,3,-0.2%,.,44%[activator],6,17
O=C(Nc1ccc(Cc2ccc(NC(=O)N3CCOCC3)cc2)cc1)N1CCOCC1,-3,2,0.1,1,0.0%,-15,-1%,4,-5
Cc1cc(C(=O)NCCC2=CCCCC2)c(C)o1,8,1,0.0,1,-0.7%,18,-13%,-3,2
O=S(=O)(c1cccc2nonc12)N1CCN(c2ccccc2F)CC1,9,4,0.3,-1,0.6%,-3,-19%,-7,-1
CC(=O)c1ccc(N(CC(=O)NC2CCCC2)C(=O)CNC(=O)c2ccco2)cc1,6,3,0.3,-6,2.7%,7,-9%,4,-5
CN(CCOc1ccccc1)Cc1nc2cc(Cl)ccc2c(=O)[nH]1,1,3,0.4,-8,0.5%,-13,?,-10,19
Nc1nc2c(nc(SCc3ccccc3Br)n2C2OC(CO)C(O)C2O)c(=O)[nH]1 (stereo not given),15,0,1.1,-2,8.4%,8,-9%,11,-9
CCOC(=O)NCc1ccc(S(=O)(=O)Nc2c(C)cccc2C)cc1,-5,7,0.1,-2,-2.4%,-1,-17%,-6,0
COC(=O)C1=C(C)NC2=C(C(=O)CC(C)(C)C2)C1c1cccc(C)n1 (stereo not given),-10,1,0.6,-2,3.3%,0,28%,12,-1
O=c1[nH]c(NCCO)nnc1Cc1ccccc1,-1,1,0.3,-6,-0.1%,6,-2%,-5,1
COc1ccc(NC(=O)c2cc(S(=O)(=O)N3CCCC3)c[nH]2)cc1,4,0,0.5,-2,0.9%,.,-12%,-11,6
COc1cccc(-c2nc(CS(=O)(=O)CC(=O)NC3CCCCCC3)c(C)o2)c1,-6,2,0.7,5,-3.2%,-26,1%,36,0
Nc1nnc(N2CCc3ccccc32)s1,6,0,0.1,2,-1.6%,.,-14%,-24,16
Cn1ccnc1SCC(=O)NC1CC1,1,-1,0.4,5,2.8%,1,-6%,4,.
Cc1ccc(C2C3=C(CC(C)(C)CC3=O)NC3=C2C(=O)CC(C)(C)C3)o1,-1,3,-0.2,5,0.6%,-10,-18%,1,3
CCN(CC)c1ccc(NC(=O)COC(=O)C23CCC(=O)N2c2ccccc2S3)cc1 (stereo not given),3,4,-0.3,-5,-1.6%,-22,-22%,-7,-6
Cc1ccc(CS(=O)Cc2ccc(C(=O)NC3CCCCC3)o2)cc1 (stereo not given),1,1,-0.3,-7,-2.3%,2,-6%,-4,.
O=C(/C(C=Nc1cc2c(oc1=O)CCCC2=O)=C(\O)c1ccccc1)c1ccccc1,-1,1,-1.7,2,0.0%,1,?,11,-4
CCc1cccc(NC(=O)c2cc3c(s2)-c2ccccc2OC3)c1,16,10,-0.3,-4,-1.6%,.,48%[activator],-4,8
Cc1ccc(-c2nc3ccsc3c(=O)[nH]2)cc1,10,1,0.0,-3,11%,-4,-7%,3,-11
SMILES,TRHR PAM,D1 ag,TRHR ag,D1 potentiator,RXFP1 agonist,RXFP1 antag,Anesthetic bind,D1 antag,D2 potentiator
COc1ccc(C(=O)NC(=S)Nc2cccc(NC(=O)c3ccco3)c2)cc1[N+](=O)[O-],-3,1,1.1,-10,1.7%,-1,2%,-2,2
CCn1ccnc1CN(C)Cc1cn(-c2cccc(C)c2)nc1-c1cccc(F)c1,3,2,0.7,6,1.7%,-10,-2%,10,.
O=C1CCCN1C(=O)CCC(=O)N1CCCC1=O,-5,0,0.4,-1,1.6%,6,-1%,7,10
CC(C)C(c1nnnn1Cc1ccc(F)cc1)N1CCSCC1 (stereo not given),-9,-2,0.4,1,-1.5%,27,0%,-4,-12
O=C(Nc1ccc(Cl)c(C(F)(F)F)c1)c1ccncc1,-3,0,-0.3,-4,-0.4%,2,-9%,-23,-2
CCc1ccc(C2N3CC4([N+](=O)[O-])CN2CC([N+](=O)[O-])(C3)C4(C)C)cc1 (stereo not given),2,-1,0.1,9,0.7%,.,1%,4,12
Nc1cccnc1Oc1ccc(F)cc1F,-1,0,-0.7,2,2.3%,7,-13%,11,-5
O=c1[nH][nH]c(=S)n1C1CCCCC1,-2,1,0.3,-11,0.5%,-22,0%,-4,1
Nc1nnc(SCC(=O)NC2CCCCC2)s1,5,2,-0.2,-2,1.2%,-4,4%,11,5
O=C(c1ccc(-n2cccc2)cc1)N1CCN(Cc2ccccc2)CC1,-4,1,0.3,2,-0.3%,-3,-8%,-29,-2
O=C(O)c1ccc(S(=O)(=O)NC2CCCc3ccccc32)cc1 (stereo not given),0,0,0.6,-2,2.8%,-1,-7%,4,16
COc1ccc(C2C(=O)N(C3CCCCCC3)CC(=O)N2CCc2ccccc2)cc1 (stereo not given),-2,-3,-0.8,-1,1.9%,8,56%[activator],14,-20
CSCCC(NC(=O)c1ccccc1Br)C(=O)N1CCCCCCC1 (stereo not given),-8,1,-0.3,-3,-0.3%,-1,.,-4,-10
CCOC(=O)c1[nH]ncc1CN1CCCC(C(=O)c2ccc(OC)c(OC)c2)C1 (stereo not given),6,2,-0.1,0,1.2%,-6,-11%,-1,.
COc1ccccc1C(=O)Nc1nnc2n1CCS2,-6,3,-0.6,-4,4.6%,.,-2%,26,4
O=C(NC(Cc1ccccc1)C(=O)O)c1cccnc1Cl (stereo not given),-3,2,0.0,-3,0.6%,10,-2%,10,12
Cc1ccc(-c2noc(-c3ccccc3NC(=O)C3CC(=O)N(c4ccc(C)cc4)C3)n2)cc1 (stereo not given),9,0,-0.5,-2,-0.6%,-2,-3%,-3,7
Cc1ccc(N2CCN(c3cc(C)nc4c(-c5ccc(Cl)cc5)c(C)nn34)CC2C)cc1 (stereo not given),4,0,0.4,-3,-1.1%,0,2%,1,7
COc1ccc(S(=O)(=O)Nc2ccc(O)c(Sc3nc4ccccc4s3)c2)cc1,5&-1,26&2,-1.5&-0.3,-3&-9,6.9%&6.8%,-11,-9%&-15%,-22&-16,10&-3
O=S(=O)(c1ccccc1)N1CCN(CC2CC3C=CC2C3)CC1 (stereo not given),-5,3,-0.2,0,-0.1%,-20,-18%,-7,-2
CCOC(=O)c1nnn(-c2nonc2N)c1CN(CC)c1ccccc1,-6,0,-0.7,1,-0.3%,7,-13%,0,2
CCOC(=O)CNC(=O)CSc1nnc(-c2c[nH]c3ccccc23)n1CC,-1,2,-0.3,6,-0.7%,0,-1%,-4,0
O=C(O)c1ccccc1C(=O)NNc1ccc(Cl)cc1Cl,17,1,-0.5,-2,-1.0%,-5,?,-10,2
CC(C)c1ccc(NC(=O)N2CCCC2C(=O)Nc2ccc(-n3cnnn3)cc2)cc1 (stereo not given),-2,0,0.0,-4,1.1%,7,-16%,-3,2
Cc1cc(C)nc(SCCN(C)C)n1,4,2,0.3,-2,-2.0%,-4,1%,-1,-5
SMILES,TRHR PAM,D1 ag,TRHR ag,D1 potentiator,RXFP1 agonist,RXFP1 antag,Anesthetic bind,D1 antag,D2 potentiator
COc1cccc(/C=C/C(=O)OCC(=O)N2CCN(c3ccccc3)CC2)c1,-2,2,0.0,-3,-1.8%,2,.,10,10
COC(=O)c1ccc(C(=O)OC)c(NC2=NS(=O)(=O)c3ccccc32)c1,0,1,-1.6,-4,6.4%,-10,-4%,-3,-4
N#Cc1ccccc1NC(=O)CSc1nnc(-c2ccc(F)cc2)n1-c1ccccc1,2,1,0.1,6,0.7%,6,-12%,7,10
CCC(Cn1nnc2ccccc2c1=O)NC(=O)Nc1cc(OC)cc(OC)c1 (stereo not given),-5,2,-1.2,2,-3.2%,.,-8%,-7,-8
Cc1ccc(N2C(=O)c3ccc(C(=O)O)cc3C2=O)cc1C,3,3,-0.6,1,-0.2%,15,-14%,1,0
O=C(CN1C(=O)c2ccccc2C1=O)Nc1cccnc1,2,4,0.0,-3,4.8%,0,-14%,10,5
O=C(c1cc2cc([N+](=O)[O-])ccc2oc1=O)n1cccn1,2,5,-0.3,-4,0.9%,-2,-9%,-6,1
COc1ccc([N+](=O)[O-])cc1N(CC(=O)NCCSc1ccccc1)S(C)(=O)=O,0,0,-0.1,-6,-1.2%,-19,-10%,-13,.
O=C(CNC(=O)c1nc[nH]c1C(=O)NCc1ccccc1)OCc1ccccc1,-3,2,-1.4,0,-1.2%,.,?,0,2
COc1ccccc1C(=O)NC(=O)CSc1nc2nc(C)cc(C)n2n1,4,0,-0.1,8,5.6%,-9,.,11,5
CC(NC(=O)Cc1ccccc1)C1COc2ccccc2O1 (stereo not given),0,3,-0.4,3,-1.0%,-9,-10%,10,-4
COc1cccc(OC)c1C(=O)n1nc(C)cc1C,2,2,-0.2,4,-0.2%,11,9%,-2,.
CCOc1ccc(C2c3[nH]c4ccccc4c3CCN2CCCn2cccn2)cc1 (stereo not given),-4,1,-2.9,-3,-1.1%,1,-8%,-20,-13
CCC(=O)Nc1cccc(-c2cn3c(C)csc3n2)c1,-2,1,1.1,2,2.0%,.,-6%,6,10
Nc1cc(=O)[nH]c(SCCNS(=O)(=O)c2ccccc2)n1,2,7,0.7,0,1.0%,-10,-12%,5,-1

# Bioassay records from PubChem.
